ERp5 inh: ERp5 (human) disulfide isomerase inhibition | Q15084 | inhibition, % at 9.99 µM | hit rate 0.05% among 350,000 | AID 651711 | ERp5 insulin aggregation, absorbance 650 nm, 90 min;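 active = mean replicate inhibition above about 25%, with every replicate also reaching it, limit read from the data, passing the limit was not always enough; inconclusive = only one of those two criteria met; inactive = neither criterion met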
Target sequence (Q15084 whole entry, looked up): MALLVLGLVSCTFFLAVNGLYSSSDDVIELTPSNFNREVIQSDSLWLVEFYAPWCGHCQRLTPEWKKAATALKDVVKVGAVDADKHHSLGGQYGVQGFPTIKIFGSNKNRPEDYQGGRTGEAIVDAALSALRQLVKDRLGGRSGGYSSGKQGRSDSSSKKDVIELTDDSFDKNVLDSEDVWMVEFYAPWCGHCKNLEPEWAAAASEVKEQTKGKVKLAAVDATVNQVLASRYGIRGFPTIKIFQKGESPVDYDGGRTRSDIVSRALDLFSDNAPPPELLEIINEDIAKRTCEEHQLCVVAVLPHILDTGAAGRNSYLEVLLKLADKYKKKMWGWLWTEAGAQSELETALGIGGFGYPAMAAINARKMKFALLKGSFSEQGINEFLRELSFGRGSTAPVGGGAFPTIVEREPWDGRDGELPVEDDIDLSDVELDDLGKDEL
ERAP1 inh: inhibitors of human ERAP1 aminopeptidase. Q9NZ08. inhibition, % at 10.7 µM. recombinant ERAP1, Leu-AMC fluorescence, 60 min. AID 652197. hit rate 0.15% among 340,000;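 active = mean replicate inhibition of at least 30%, or all replicates individually reaching that 30% level; inactive = mean below 30% and not every replicate reaching it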;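 also: 0% = neutral control wells and 100% = L-leucinethiol positive control wells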
DENV2 CPE: inhibitors of DENV2 cytopathic effect. AID 651640. hit rate 1.7% among 350,000. DENV2-infected cells, cytopathic effect rescue, plate reader. CPE inhibition, % at 9.99 µM; in the data active = CPE inhibition above about 20%, passing the limit was not always enough; inconclusive = no clear call, values can overlap the other calls; tested in BHK-21 cells;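 also: 0% = median of neutral control wells and 100% = median of positive control wells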
SIRT5 inh: sirtuin-5 (human) deacylase inhibition. Q9NXA8. Purified SirT5, succinyl-peptide AMC, trypsin-coupled fluorescence. inhibition, % at 15 µM. hit rate 1.1% among 330,000; in the data active = inhibition above about 15%; inconclusive = no clear call, values can overlap the other calls
Target sequence (Q9NXA8 whole entry, looked up): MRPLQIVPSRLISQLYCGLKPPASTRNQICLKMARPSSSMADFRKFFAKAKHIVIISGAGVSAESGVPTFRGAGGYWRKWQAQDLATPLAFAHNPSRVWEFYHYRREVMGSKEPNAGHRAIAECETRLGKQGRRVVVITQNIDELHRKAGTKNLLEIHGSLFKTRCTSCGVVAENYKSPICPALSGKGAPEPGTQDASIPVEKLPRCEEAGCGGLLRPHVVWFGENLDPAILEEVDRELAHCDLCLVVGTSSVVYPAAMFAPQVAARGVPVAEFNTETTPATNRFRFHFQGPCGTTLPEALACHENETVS
miR122 inh: inhibitors of miR-122 in Huh7 cells | Huh7 miR-122 Renilla luciferase sensor, 48 h; neutral wells = 0, positive control = 100 | activation (reporter increase), % at 12.5 µM | hit rate 0.3% among 340,000;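 active = mean replicate activation score at least 90 and every replicate individually at or above 90; inconclusive = only one of the two criteria met; inactive = neither criterion met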;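 also: higher luciferase means less miR-122 activity so hits act as miR-122 inhibitors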
F508del corr: CFTR F508del correction in bronchial cells. CFBE cells, YFP halide quenching; stimulated with forskolin plus potentiator P3; % fluorescence drop versus neutral controls. activity (quench increase), % at 7.58 µM. hit rate 0.36% among 350,000. AID 720511;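 active = mean added fluorescence quench of at least 8% versus neutral control, with both replicates also reaching 8%; inconclusive = only one of the mean or replicate conditions met; inactive = mean below 8% and not both replicates reaching 8%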;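 also: cells transiently co-express mutant CFTR-F508del with the halide-sensitive YFP; corrector assay measuring rescue of mutant channel to the surface after 24 h compound exposure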
Casp6 inh: caspase-6 (human) enzyme inhibition. P55212. purified caspase-6, Z-VEID-R110 cleavage fluorescence. inhibition, % at 12.5 µM. hit rate 0.53% among 350,000. AID 686996;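 active = mean inhibition across replicates at least about 35%, with every replicate also reaching that limit, limit read from the data; inconclusive = only one of the two criteria met; inactive = neither criterion met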;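 also: 0% = median of neutral control wells and 100% = no fluorescence left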
Target sequence (P55212 24-179 limits assumed): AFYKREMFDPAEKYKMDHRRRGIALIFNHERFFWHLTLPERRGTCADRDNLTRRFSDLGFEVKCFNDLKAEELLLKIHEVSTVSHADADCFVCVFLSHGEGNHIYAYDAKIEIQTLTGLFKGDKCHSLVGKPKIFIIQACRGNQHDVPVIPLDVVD
Target sequence (P55212 194-293 limits assumed): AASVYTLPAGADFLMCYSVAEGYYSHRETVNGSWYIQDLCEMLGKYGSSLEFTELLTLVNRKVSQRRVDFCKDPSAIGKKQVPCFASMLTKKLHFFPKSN
* = called active by the depositor; ? = inconclusive; / = not tested or not shown; [ ] = remark or other dose.

SMILES	ERp5 inh	ERAP1 inh	DENV2 CPE	SIRT5 inh	miR122 inh	F508del corr	Casp6 inh
CSCCC(NC(=O)c1ccccc1Cl)C(=O)N1CCN(c2ccccn2)CC1 (stereo not given)	3	-1	-1	-3	5	0.6	1
O=C(c1ccc(N2CCCS2(=O)=O)cc1)N1CCN(c2ccc(F)cc2)CC1	3	-4	7	-4	-1	0.9	2
O=C(Nc1ccc(S(=O)(=O)Nc2ccccn2)cc1)C(F)(F)F	0	1	/	-1	-3	-1.7	0
Cc1cc(C)cc(N(CC(=O)NCC2CCCO2)S(=O)(=O)c2c(C)noc2C)c1 (stereo not given)	-1	-1	9	/	8	1.9	1
O=C(N/N=C/c1ccc2c(c1)OCO2)c1ccc(Cl)cc1Cl	2	-1	-2	-2	29	-3.1	-5
O=C1C=C(c2cccc3c2Oc2ccccc2S3)C[C@@H](c2ccc3c(c2)OCO3)C1	5	4	11	/	/	3.7	2
COc1ccc(CNCc2c(C(=O)N(C)C)nc3ccc(Cl)cn23)c(OC)c1	-3	-1	-3	0	-1	-0.4	6
CCCC(=O)N1CCC2(CC1)CN(C(=O)C1CCCC1)[C@@H](CO)c1[nH]c3cc(OC)ccc3c12	-6	3	-10	0	/	0.0	-2
O=C(COc1cccc(Cl)c1)Nc1ccccc1N1CCCCC1	6	-2	11	-1	-5	0.3	-7
O=C(c1ccc(S(=O)(=O)Cc2cc(F)ccc2F)c([N+](=O)[O-])c1)N1CCCCC1	8	1	20	/	/	/	3
COc1ccc(-n2ccnc2CN2CCCC(CO)(Cc3cccc(OC)c3)C2)cc1 (stereo not given)	6	-3	-5	-5	/	-3.2	-4
Cc1ccc(-c2nc(CSc3nc4ccccc4c(=O)n3C)cs2)cc1	3	0	-1	-2	-1	/	1
COc1ccccc1NC(=O)N1CCN(c2ccnc3cc(Cl)ccc23)CC1	6	/	5	0	/	0.1	-1
Cc1ccc(NC(=O)CCc2nnc(SCC(=O)Nc3ccccc3C)n2C)cc1Cl	3	1	3	2	-7	3.8	-2
C/C(CCc1ccc2c(c1)OCO2)=N\NC(=O)c1ccc(C)cc1C	-6	-1	-2	-1	/	0.5	2
O=C(NCc1ccco1)C(=O)NCC1OCCN1S(=O)(=O)c1ccc(Br)cc1 (stereo not given)	10	11	-2	-1	/	/	-2
CN(CC(=O)NNC(=O)CNC(=O)c1ccccc1Cl)S(=O)(=O)c1ccc(Cl)cc1	2	0	-3	-7	3	-2.3	2
C[C@@H]1CCCCO[C@@H](CN(C)C(=O)c2ccncc2)[C@H](C)CN([C@@H](C)CO)C(=O)c2cc(NS(=O)(=O)c3ccccc3)ccc2O1	-5	0	2	-5	0[16.7 µM]	0.2	-1
CC(C)C(=O)Nc1cccc2nsnc12	-1	0	-7	-2	0	-4.7	2
Cc1ccc(NC(=O)CCN2C(=O)NC3(CCCC3)C2=O)cc1	-3	-3	?	2	/	-1.7	-2
Cc1ccc(S(=O)(=O)N(C)C[C@@H]2Oc3cc(C#Cc4ccncc4)ccc3S(=O)(=O)N([C@@H](C)CO)C[C@@H]2C)cc1	3	-1	3	16*	-25[16.7 µM]	-2.4	3
C[C@@H]1CN([C@H](C)CO)C(=O)c2cc(NS(=O)(=O)c3ccccc3)ccc2O[C@@H](C)CCCCO[C@H]1CN(C)C(=O)Nc1ccc2c(c1)OCO2	1	-1	-2	2	-5[16.7 µM]	1.4	5
Cc1ccc(/C=N/Nc2ccnc3cc(Cl)ccc23)c(C)c1	6	-1	5	-2	/	-2.5	-5
CCCCOCC1CN(CCCC)S(=O)(=O)c2c(cccc2Sc2ccc(OC)c(OC)c2)O1 (stereo not given)	4	/	?	/	/	2.3	-4
C[C@H]1CCCCO[C@H](CN(C)C(=O)Nc2cccc3ccccc23)[C@@H](C)CN([C@@H](C)CO)C(=O)c2cc(NC(=O)NC3CCCCC3)ccc2O1	2	0	-3	2	-7[16.7 µM]	-3.0	-4
(further entries)
SMILES	ERp5 inh	ERAP1 inh	DENV2 CPE	SIRT5 inh	miR122 inh	F508del corr	Casp6 inh
Cc1ccc(C)c(S(=O)(=O)N2CCN(C(=O)CSC(=S)N3CCCC3)CC2)c1	-4	-1	-15	-5	0	-0.4	5
CC1(c2ccc(Cl)cc2)NC(=S)N2C1NC(=S)N2c1ccccc1 (stereo not given)	3	-1	3	-7	9	2.0	0
COc1ccc(NC(=S)N(CCc2c(C)[nH]c3ccc(C)cc23)Cc2ccco2)cc1	1	0	-3	-5	-2	3.5	2
Cn1c(NC(=O)/C=C/c2c(F)cccc2Cl)cc(=O)n(C)c1=O	-3	4	-1	-1	-5	-2.8	/
CO[C@@H]1CN(C)C(=O)c2cc(NS(C)(=O)=O)ccc2OC[C@@H](C)N(C(=O)c2ccc3c(c2)OCO3)C[C@H]1C	0	1	9	/	/	1.5	-1
COc1cccc(C2CC(=O)Nc3c2c(=O)[nH]c2ncnn32)c1 (stereo not given)	1	-2	7	-4	/	2.8	0
O=C(Cn1c(=O)c(=O)n(Cc2ccccc2)c2ccc(Cl)cc21)Nc1ccc(F)cc1F	-9	14	11	-5	4	-0.8	-2
O=C(Nc1cccc(C(F)(F)F)c1)Nc1ccc2[nH]c(=O)[nH]c2c1	2	3	-1	1	-1	-0.8	1
CCC(=O)Nc1ccc2c(c1)OC[C@@H](C)N(Cc1ccccc1C(=O)O)C[C@@H](C)[C@H](OC)CN(C)C2=O	1	-4	0	-4	3[16.7 µM]	-1.8	2
COc1ccc([C@H]2CC(=O)C=C(c3cccc(F)c3OC)C2)cc1	6	-5	?	/	5	-3.4	-3
O=C(C[C@@H]1C=C[C@H](NC(=O)NC2CCCC2)[C@@H](CO)O1)NCc1ccc(F)cc1	-1	0	-1	-7	/	-0.6	-1
CCOC(=S)SCC(=O)N1CCc2cc(OC)ccc2C1C1C(=O)CCCC1=O (stereo not given)	4	8	-1	-7	/	/	-4
O=C(NCCCN1CCCC1=O)c1cccc(S(=O)(=O)Nc2ccc(Br)cc2)c1	2	-7	-1	10	110*	3.7	4
Cn1nc(C(=O)NC2CCCN(Cc3ccccc3F)C2)c2ccccc2c1=O (stereo not given)	6	-7	-2	1	/	1.9	1
O=S(=O)(c1ccc(Cl)cc1)n1cnc2ccccc21	-6	0	5	-4	-1	-0.3	2
CC(C)NC(=O)Nc1cccc2c1O[C@@H](CN(C)C(=O)NC(C)C)[C@H](C)CN([C@H](C)CO)C2=O	-5	-3	-2	-3	3[16.7 µM]	-1.2	3
NC(=O)c1ccc(Nc2nc(C(N)COCc3ccccc3)cs2)cc1 (stereo not given)	4	0	-1	/	-4	-5.5	5
CCNC(=S)Nc1cc2oc3ccccc3c2cc1OC	-4	-5	-1	-3	22	-1.0	-4
C=C1C[C@@]23CCC4[C@@](C)(CCC[C@@]4(C)C(=O)O)C2CC[C@]1(O)C3 (stereo not given in full)	2	8	-2	0	-3	2.5	2
O=C(N[C@@H]1CC[C@@H](CCNS(=O)(=O)c2ccc(F)cc2)O[C@@H]1CO)C1CCCC1	4	0	0	1	20[16.7 µM]	-3.3	3
O=C(/C=C/c1cccc(F)c1)NNC(=O)c1ccncc1	-1	2	7	9	5	-5.7	1
CC1(C(=O)NCc2cccc(Cl)c2)Cc2c(-c3ccc(C(N)=O)cc3)ccnc2O1 (stereo not given)	3	0	0	/	-4	0.9	7
O=S(=O)(c1ccccc1)N1CC2(C1)[C@H](c1ccccc1)[C@@H](CO)N2CC1CCOCC1	5	-9	36*	-2	/	6.1	1
O=C(Nc1cccc(F)c1)c1c(O)c2ccccc2[nH]c1=O	1	2	-4	1	30	1.8	-4
COc1cccc(C(C2C(=O)CC(C)(C)CC2=O)C2C(=O)CC(C)(C)CC2=O)c1	3	5	14	8	-2	-3.5	-1
Later entries:
SMILES	ERp5 inh	ERAP1 inh	DENV2 CPE	SIRT5 inh	miR122 inh	F508del corr	Casp6 inh
C[C@H]1CN([C@@H](C)CO)C(=O)c2c(c3ccccc3n2C)-c2ccccc2CO[C@@H]1CN(C)C(=O)[C@@H](Cc1ccccc1)N(C)C	0	2	4	-1	/	1.1	-2
CC(=O)Oc1c(-c2ccc(Br)o2)oc2ccccc2c1=O	4	1	-5	-10	0	4.3	0
CCOC(=O)CCn1cc(F)c(=O)[nH]c1=O	2	9	-2	4	/	1.0	1
CN(C)c1ccc(C(C#N)c2ccccc2)nn1 (stereo not given)	0	2	1	11	5	0.9	0
CC(C(=O)NCCN1CCOCC1)c1ccc([N+](=O)[O-])cc1 (stereo not given)	4	8	-4	-5	-3	-0.5	-1
CCOc1ccc(CN(C)C(=O)CCNC(=O)c2ccco2)cc1	-5	0	0	4	-9	4.6	-1
COc1ccc(Cl)cc1NC(=O)NN1CCN(C)CC1	9	-2	12	-5	/	0.0	1
CO[C@H]1CN(C)C(=O)c2cc(NC(=O)Cc3ccccc3)ccc2OC[C@@H](C)NC[C@@H]1C	-3	/	14	3	/	-0.7	/
COc1ccc(C(C)(C)C)cc1NC(=O)CCn1[nH]c(=O)ccc1=O	-5	0	3	-4	-5	2.1	3
C[C@@H]1CN([C@H](C)CO)S(=O)(=O)c2ccc(C#C[C@@H](C)O)cc2O[C@H]1CN(C)CC1CCCC1	2	17	1	3	28[16.7 µM]	-1.8	5
COC(=O)C(Cc1ccccc1)NC(=O)C12CC3CC(CC(C3)C1)C2 (stereo not given)	-4	0	2	-3	/	/	-1
CC(=O)N1c2ccc(Cl)cc2C2OCCC2C1c1ccco1 (stereo not given)	-4	6	0	0	/	0.0	2
O=C(/C=C/c1ccc(O)c([N+](=O)[O-])c1)c1ccc2ccccc2c1	1	0	2	-4	7	-1.7	4
Cc1ccccc1NC(=O)Cn1nc(C(=O)O)c2ccccc2c1=O	-1	6	11	1	6	1.1	0
COc1ccc(C(=O)NC(C)c2cnn(-c3ccccn3)c2C)o1 (stereo not given)	3	-1	1	4	0	-0.2	-1
CN(C(=O)c1cc2ccccc2o1)c1c(N)n(Cc2ccccc2)c(=O)[nH]c1=O	3	3	-5	0	-6	-0.8	-5
C[C@@H]1CCCCO[C@H](CN(C)Cc2ccc3c(c2)OCO3)[C@H](C)CN([C@@H](C)CO)C(=O)c2cc(NS(=O)(=O)c3ccc(Cl)cc3)ccc2O1	3	2	-5	9	-5[16.7 µM]	1.8	2
O=C(O)CCCCCN1C(=O)/C(=C/c2cn(-c3ccccc3)nc2-c2cccs2)SC1=S	4	-2	-5	/	/	6.2	18
CCCC(=O)Nc1ccc2c(c1)C(=O)N(C)C[C@@H](OC)[C@@H](C)CN(CCc1ccccc1)[C@@H](C)CO2	-2	0	4	2	5[16.7 µM]	-1.4	-1
NC(COCc1ccccc1)c1csc(Nc2ccc(C(=O)NCCO)cc2)n1 (stereo not given)	2	1	0	/	1	0.5	0
CCC(NC(=O)CCc1ccccc1)c1ccccc1 (stereo not given)	3	2	-5	6	/	0.9	0
O=C(NCC1CCCO1)c1cnn2c(C(F)F)cc(C3CC3)nc12 (stereo not given)	-2	7	-5	-4	2	-0.9	-1
O=C(NCc1ccc(OC(F)(F)F)cc1)C1CC2Cn3c(nc4ccccc43)C2N1Cc1ccccc1 (stereo not given)	1	-1	/	/	4	2.0	5
COc1ccc(COC(=O)C2=C(C)NC(=O)NC2c2ccc(O)c(OC)c2)cc1 (stereo not given)	1	2	-2	-2	-4	-2.2	2
C#CCOCCOCCOCCNc1nc(N2CCOCC2)nc(N2CCN(C(=O)[C@H](CCCCN)n3cc(CCC(=O)O)nn3)CC2)n1	-3	-8	?	/	-5	-0.4	12
